Xi reactivation = activators of inactive X chromosome reactivation, primary screen, imaging, XiGFP fibroblasts, GFP high-content imaging, set 2 | activation, % at 7.58 µM | XiGFP mouse fibroblasts, % GFP-positive cells imaging, 3 d; cells co-treated with 5-aza-dC sensitizer; scaled so ellipticine positive control = 100% | AID 743238, 2013 | actives 0.055% (n = 360,000);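 active = mean normalized replicate activation at least 10% and every replicate at or above 10%; inconclusive = only one of the two criteria met; inactive = mean below 10% and not all replicates reach 10%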;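 also: 0% = median of on-plate neutral control wells and 100% = ellipticine 6 µM median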
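Assay system: SV40-immortalized XiGFP fibroblast cells, line 68-5-11; buffer or medium: DMEM plus 5-aza-dC sensitizer; compound: one concentration, pinned; timing: compounds 3 days, fix/stain 15 min at room temperature; benchmarks: positive control ellipticine, 6 µM final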
FN deposition inh = inhibitors of fibronectin matrix deposition, primary screen, AH1F cells, Alexa488-fibronectin fluorescence, plate reader; AH1F fibroblasts, overnight; inhibition, % at 12.6 µM; actives 0.086% (n = 350,000);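 active = mean inhibition across replicates of 30% or more, regardless of how many single replicates reach that level; inconclusive = mean under 30% yet at least half of replicates reach 30%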;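 also: positive control wells lacked labelled fibronectin entirely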
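Material: AH1F fibroblast monolayer depositing Alexa488-labelled fibronectin into matrix | Input: 10000 AH1F cells/well | Medium: DMEM plus 2% serum, read in PBS | Reagent: Alexa488-fibronectin, 24 nM final in well | Compound dosing: One dose per compound, pinned | Schedule: 1 h adhesion, overnight exposure | Measured by: Fluorescence at 485 nm excitation, 525 nm emission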
* hit, by the source's call; u = inconclusive; & = joins results of further samples. Some of the compounds tested, so the mix of outcomes need not match the whole.

Values run as follows: Xi reactivation, FN deposition inh
- CCOC(=O)c1[nH]c2ccc(OCC)cc2c1CCCN1C(=O)c2ccccc2C1=O
  -0.1, 13
- CC(=O)Nc1ccc(S(=O)(=O)N/N=C/c2ccc(C)s2)cc1
  0.0, 4
- CC(=O)N(C)C[C@@H]1Oc2ccccc2CC(=O)N(C)C[C@@H]1C
  0.2, 10
- COC(=O)c1cccc(NC(=O)Cc2nc(-c3ccccc3)sc2-c2ccc(C)cc2)c1
  -0.1, -15
- CCOC(=O)N1CCC(=NNC(=O)COc2ccc(OC)cc2)CC1
  0.2, 2
- O=C1[C@@H](Cc2ccc(C(F)(F)F)cc2)CCn2cc(nn2)COC[C@@H]2CCCCN12
  0.2, -5
- O=C(Nn1c(SCc2ccc(F)cc2)nc2ccsc2c1=O)c1ccccc1
  0.0, -6
- C[C@@H]1CN(C)C(=O)c2cccc(NS(C)(=O)=O)c2O[C@@H]1CN(C)S(C)(=O)=O
  0.2, -1
- CC(=O)N1CCC(N(CCN2CCOCC2)C(=S)Nc2ccccc2C)CC1
  7.0, -7
- CC(C)(C)N/N=C1\CC(c2ccccc2)Oc2ccccc21 (centres undefined)
  0.0, -2
- COC(=O)c1c(-c2ccc(C)cc2)csc1NC(=S)NC(=O)c1ccc(F)cc1
  -0.2, 5
- CC(=O)NCCNc1ccc([N+](=O)[O-])cn1
  -0.1, -2
- C/C(=N\NC(=O)c1cc(C)[nH]n1)C(C)(C)C
  0.3, -1
- C=C(C)C[C@H]1CCn2nncc2COCCNC1=O
  0.1, 2
- CCOC(=O)C1=C(CC)OC(N)=C(C#N)C1c1ccc(NC(C)=O)cc1 (centres undefined)
  0.3, -5
- CS(=O)(=O)N1[C@@H]2CN(CC(F)(F)F)C[C@H]1C2c1ccccc1 (some centres undefined)
  0.1&0.2, -4&-24
- CCNC(=S)NCc1ccc2c(c1)OCO2
  0.0, -1
- CCCOc1ccc(Br)cc1/C=N/NC(=O)c1cc(OC)c(OC)c(OC)c1
  0.3, 1
- Cc1sc(NC(=O)C2C3C=CC(C3)C2C(=O)O)c(C(N)=O)c1-c1ccc(C(C)C)cc1 (centres undefined)
  0.1, 3
- Cc1cccc(NC(=S)NNC(=O)c2ccc3c(c2)OCO3)c1
  0.1, 9
- Cc1cccc(-n2c(O)c(C=Nc3ccc(O)cc3)c3ccccc3c2=O)n1
  0.0, -12
- O=C(/C=C/c1cccc([N+](=O)[O-])c1)NCCSCc1ccc(Cl)cc1Cl
  0.0, -13
- CCOC(=O)c1cc2c(=O)n3ccccc3nc2n(C(C)C)c1=NC(=O)c1c(-c2c(F)cccc2Cl)noc1C
  0.5, 5
- CC(C)[C@H]1C(=O)N[C@@H](c2ccccc2)CC=CC[C@H](C)Oc2ccccc2C(=O)N1C (mixture of isomers)
  -0.1, -10
- C=CCNC(=S)NNC(=O)c1ccc(Br)o1
  -0.1, -5
- COc1ccc(OCCC(=O)OCC(=O)Nc2cccc(Br)c2)cc1
  0.1, 6
- N#C[C@H]1[C@H](c2ccc(-c3cncnc3)cc2)[C@H](CO)N1C(=O)CN1CCOCC1
  0.3, -3
- Cc1cccc(N(C(=O)CCC(=O)Nc2cc(C)on2)C(C(=O)NC2CCCC2)c2ccc(C)o2)c1 (centres undefined)
  -0.1, -2
- Cc1nn(-c2ccccc2)c(N2CCCC2)c1/C=N/NC(=O)c1cc(-c2ccccn2)nc2ccccc12
  -0.1, -10
- O=C(CSc1nnc2ccccn12)Nc1nsc(-c2ccccc2)n1
  0.2, 3

Values run as follows: Xi reactivation, FN deposition inh
- OC1CCCN(C(=S)Nc2ccc(SC(F)F)cc2)C1 (centres undefined)
  0.1, 0
- COc1ccc(/C=N/NC(=O)c2[nH]c3ccc(Br)cc3c2-c2ccccc2)cc1
  0.8, -13
- Cc1ccc(S(=O)(=O)N2CCC(C(=O)N/N=C/c3ccccc3[N+](=O)[O-])CC2)cc1
  0.0, -1
- Fc1cccc(Cc2noc(CN3CCN(C4CCc5ccccc5C4)CC3)n2)c1 (centres undefined)
  0.0, -1
- CC(=O)Nc1ccc(C(=O)OCc2ccc(Cl)c(Cl)c2)cc1
  -0.1, 6
- Cc1ccc(N=C2S/C(=C\c3cn(CC(=O)O)c4ccccc34)C(=O)N2C)cc1
  0.0, 2
- CC(=O)NS(=O)(=O)c1ccc(N=c2ssc3c2-c2ccc(C)cc2NC3(C)C)cc1
  0.0, 8
- CCOc1cc(/C=C2/NC(=O)NC2=O)cc([N+](=O)[O-])c1O
  0.1, -1
- COc1ccccc1-c1ccc([C@H]2[C@@H](CO)N[C@@H]2CNC(=O)C2CCC2)cc1
  0.0, 4
- O=C(/C=C/c1ccc(Cl)cc1Cl)N1CCN(c2ccc([N+](=O)[O-])c(N3CCOCC3)c2)CC1
  0.2, 1
- CC(=O)Nc1cccc2c1O[C@H](CN(C)C(=O)OC(C)(C)C)[C@H](C)CN(C)C2=O
  0.2, -11
- C[C@@H]1CN(C)C(=O)Cc2ccccc2O[C@H]1CN(C)S(C)(=O)=O
  0.3, -10
- CNC[C@H]1Oc2ccccc2CC(=O)N(C)C[C@@H]1C
  0.2, 5
- CCOC(=O)N1CCN(C(=O)CSCc2ccccc2)CC1
  2.2, -8
- COc1ccc([C@H]2C/C=C\C[C@H](c3cccc(Cl)c3)NC(=O)[C@@H](c3ccccc3)CC(=O)N2)c(OC)c1
  0.0, 1
- Cc1cccc(C(=O)NCc2ccc(S(N)(=O)=O)cc2)c1[N+](=O)[O-]
  u, -1
- CCOc1ccc(NC(=S)N2CCc3cc(OC)c(OC)cc3C2COc2ccc3c(C)cc(=O)oc3c2)cc1 (centres undefined)
  -0.1, -22
- COc1cc(/C=N/NC(=S)NCCN2CCOCC2)cc(OC)c1OC
  0.0, 4
- C=CCn1c(SCc2ccc(C(=O)OC)cc2)nnc1-c1sc(N)nc1C
  0.0, 2
- COc1ccc(CN=C(NS(=O)(=O)c2cccs2)SC)cc1
  0.0, -4
- COc1ccc(CC(=O)Nc2ccc3c(c2)CCC3)cc1
  0.2, -5
- O=C(C[C@@H]1C[C@H]2c3cc(NC(=O)NC4CCCCC4)ccc3O[C@H]2[C@@H](CO)O1)NC1CCCC1
  0.1, 1
- Cc1cc(-c2n[nH]c(=S)n2/N=C/c2cccc([N+](=O)[O-])c2)n[nH]1
  0.6, 3
- CC(C)[C@@H]1COCc2cn(nn2)CC[C@@H](C)C(=O)N1
  1.1, 0
- Cc1nonc1OCCNc1ccc([N+](=O)[O-])cc1[N+](=O)[O-]
  0.4, 3
- Cc1nc2ccc(NC(=O)Cc3ccc4c(c3)OCCO4)cc2s1
  0.0, -1
- Cc1nnc(SCc2cc(=O)oc3ccc4ccccc4c23)n1Cc1ccccc1
  u, -3
- NS(=O)(=O)c1ccc(NC(=S)N2CCN(S(=O)(=O)c3ccc(F)cc3)CC2)cc1
  0.0, 4
- O=C(NNC(=O)C1CC1c1ccccc1)Nc1ccccc1 (centres undefined)
  0.6, -2
- COc1ccc(CCN2C(=O)CC(C(C)c3ccccc3)C2=O)cc1OC (centres undefined)
  0.0, -3

Two of these compounds, set out differently.
CNC[C@H]1Oc2ccccc2CC(=O)N(C)C[C@@H]1C
  Xi reactivation: 0.2
  FN deposition inh: 5

CCOC(=O)N1CCN(C(=O)CSCc2ccccc2)CC1
  Xi reactivation: 2.2
  FN deposition inh: -8

Further results follow:
Values run as follows: Xi reactivation, FN deposition inh
- CCOC(=O)c1c(C)[nH]c(C(=O)COC(=O)CNC(=O)c2ccc(Cl)cc2)c1C
  0.3, 4
- C[C@@H]1CCn2nncc2COC[C@H]2CCCN2C1=O
  0.0, 2
- O=C(Nc1ccccc1)Nc1ccc(F)c([N+](=O)[O-])c1
  0.1, -2
- C[C@H]1CN(C)C(=O)c2cccnc2O[C@@H]1CN(C)S(C)(=O)=O
  0.3, 2
- Cc1cc(C)c(S(=O)(=O)N2CCCOC2CNC(=O)C(=O)NCc2ccco2)c(C)c1 (centres undefined)
  0.0, 8
- Cc1cc(C(=O)N/N=C/c2cc(Br)cc([N+](=O)[O-])c2O)c2ccccc2n1
  -0.1, 13
- C=CCOC(=O)c1ccc(-n2cnc(C)n2)nc1
  0.1, -2
- CCOC(=O)c1ccccc1NC(=S)N1CCC(N2CCCCC2)CC1
  0.1, 3
- Cc1cc(C)c(S(=O)(=O)N2CCCOC2CNC(=O)C(=O)NCc2ccncc2)c(C)c1 (centres undefined)
  0.0, 6
- COc1cccc(/C=N/N2CCN(c3ccncc3S(=O)(=O)N3CCCCC3)CC2)c1
  -0.2, 8
- Cc1ccc(-c2nc3c(c(=O)c4ccccc4n3C)c(=O)n2-c2ccccc2)cc1
  0.3, -10
- Cc1cc(SC#N)cc(C)c1NC(=O)CCl
  0.4, -8
- COc1ccc(CCN(C)CCC(=O)Nc2ccc(C)cc2)cc1OC
  0.0, 11
- COc1ccc(OC)c(C2/C(=C(/O)c3ccc(C)cc3)C(=O)C(=O)N2Cc2ccco2)c1 (centres undefined)
  0.0, 0
- Oc1ccc(Cl)cc1C=Nc1ccccc1Br
  0.0, 6
- O=C(NCc1ccccn1)c1ccc(CNS(=O)(=O)c2ccc(F)cc2)cc1
  0.0, -1
- CC(CCc1ccc(O)cc1)NC1C2CC3CC(C2)CC1C3 (centres undefined)
  0.2, 11
- Cc1csc2cc(-c3cccc([N+](=O)[O-])c3)c(-c3cccc([N+](=O)[O-])c3)c[n+]12
  0.0, 9
- O=C(NC(=S)Nc1ccc2c(c1)OCCO2)c1cccc(Br)c1
  -0.1, 5
- CC(C)[C@@H]1CC=CC[C@@H](C)Oc2ccccc2C(=O)N(C)[C@H](C)C(=O)N1 (mixture of isomers)
  0.3, 3
- CC(=O)N1C[C@@H]2C(c3ccccc3)[C@H](C1)N2Cc1ccc(F)cc1 (some centres undefined)
  0.3&0.4, 0&-14
- Cc1cc(C)n(Cc2ccc(C(=O)Nc3ccc(Br)cc3C)o2)n1
  -0.1, -3
- Cc1cc(C)c(-c2csc(NC(=O)c3cc([N+](=O)[O-])ccc3N3CCOCC3)n2)c(C)c1
  0.1, -4
- CC1=NN(C(C#N)c2c(C)nn(Cc3ccccc3)c2C)C(C)(C)C1 (centres undefined)
  0.2, 4
- Cc1ccc(/C=C/C(=O)NC2CCCCCCC2)o1
  0.6, -3
- COc1ccc(/C=N/NC(=O)Cn2c(Cc3ccc(OC)c(OC)c3)nc3ccccc32)cc1OC
  -0.1, -8
- CN(c1ccccc1)c1ccc(/C=C(\C#N)c2nnc3n2CCCCC3)cc1[N+](=O)[O-]
  0.4, -6
- CC(=O)Nc1cccc2c1O[C@@H](CN(C)S(C)(=O)=O)[C@H](C)CN(C)C2=O
  -0.1, 1
- CNC[C@@H]1Oc2ccc(NC(=O)NC(C)C)cc2CC(=O)N(C)C[C@H]1C
  0.2, 1
- C[C@@H]1COCc2cnnn2CC[C@H](Cc2ccccc2)C(=O)N1
  0.2, -9

Values run as follows: Xi reactivation, FN deposition inh
- COCC(=O)Nc1ccc2c(c1)OC[C@@H](C)N(CC1CCCCC1)C[C@@H](C)[C@@H](OC)CN(C)C2=O
  -0.3, 4
- O=C(N/C(=C/c1cccs1)C(=O)N1CCOCC1)c1ccco1
  0.2, 1
- COc1cccc(-c2ccc(C#N)c(SCC(=O)NCCc3ccc(Cl)cc3)n2)c1
  -0.1, 1
- COc1ccc(CNC(=O)N(C)C[C@H]2OCc3ccccc3-c3ccccc3C(=O)N([C@@H](C)CO)C[C@@H]2C)cc1
  0.1, -5
- CCCC(=O)Nc1cc(C(=O)O)ccc1S(=O)(=O)c1ccc(C)cc1
  0.0, 1
- CN(C)/C=C/c1onc(-c2c(Cl)cccc2Cl)c1C#N
  0.0, -6
- Cn1c(O)c(C2=c3ccccc3=NC2=O)[nH]c1=S
  0.0, 2
- Cc1ccc(S(=O)(=O)Nc2ccccc2C(=O)Nc2ccc(S(=O)(=O)Nc3nccc(C)n3)cc2)cc1
  0.0, 1
- CC(=O)Nc1ccc2c(c1)CC(=O)N(C)C[C@@H](C)[C@@H](CN(C)C(=O)NC(C)C)O2
  0.2, 0
- Cc1ccc(C(NC(=O)N2CCOCC2)C(Cl)Cl)cc1F (centres undefined)
  0.0, -9
- COc1ccc(NC(=O)c2ccccn2)cc1OC
  0.0, 10

Two entries from above in a different format.
smiles | Xi reactivation | FN deposition inh
CN(C)/C=C/c1onc(-c2c(Cl)cccc2Cl)c1C#N | 0.0 | -6
COc1ccc(NC(=O)c2ccccn2)cc1OC | 0.0 | 10

From PubChem
